NF-kB neuron act: raises NF-kB expression in human neuronal cells. NF-kB reporter expression; active compounds read high. fold change at 12.5 µM. 190,000 tested, 1.6% active; in the data active = fold change above about 3.3
PMI act: phosphomannose isomerase (human) activation; P34949; purified human PMI, coupled resazurin fluorescence, 20 min; active compounds read high; 1 = vehicle control, 0 substrate-free wells; activation factor at 20 µM; 190,000 tested, 0.005% active; AID 1214;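 active = activation factor of 2 or more at 20 µM, relative to plate controls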
PMI act hi M6P: activators of human phosphomannose isomerase at near-saturating mannose 6-phosphate. P34949. AID 1216. 190,000 tested, 0.34% active. activation factor at 20 µM. coupled PMI enzyme assay, resazurin fluorescence, 20 min; active compounds read high; 1 = untreated enzyme, 0 = substrate-free blank;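 active = activation factor of 2 or more at 20 µM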
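test system = human PMI in coupled enzyme assay | medium = HEPES-buffered pH 7.4 with magnesium and detergent | also added = 1.0 mM mannose-6-phosphate substrate with 0.22 mM NADP+ | compound = 20 µM single dose | times = 20 min incubation at room temperature | measured by = resorufin fluorescence (Ex 544/Em 590 nm) from resazurin via diaphorase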
TNAP act hiacc: TNAP (human) activation, high acceptor | purified TNAP, CDP-star luminescence, 1 M DEA, 30 min; active compounds read high; 0 = EDTA background, 1 = DMSO-only activity | activation factor at 20 µM | AID 1136 | P05186 | 200,000 tested, under 10 active;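 active = activation factor at least 2 at 20 µM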
Target sequence (P05186 whole entry, looked up): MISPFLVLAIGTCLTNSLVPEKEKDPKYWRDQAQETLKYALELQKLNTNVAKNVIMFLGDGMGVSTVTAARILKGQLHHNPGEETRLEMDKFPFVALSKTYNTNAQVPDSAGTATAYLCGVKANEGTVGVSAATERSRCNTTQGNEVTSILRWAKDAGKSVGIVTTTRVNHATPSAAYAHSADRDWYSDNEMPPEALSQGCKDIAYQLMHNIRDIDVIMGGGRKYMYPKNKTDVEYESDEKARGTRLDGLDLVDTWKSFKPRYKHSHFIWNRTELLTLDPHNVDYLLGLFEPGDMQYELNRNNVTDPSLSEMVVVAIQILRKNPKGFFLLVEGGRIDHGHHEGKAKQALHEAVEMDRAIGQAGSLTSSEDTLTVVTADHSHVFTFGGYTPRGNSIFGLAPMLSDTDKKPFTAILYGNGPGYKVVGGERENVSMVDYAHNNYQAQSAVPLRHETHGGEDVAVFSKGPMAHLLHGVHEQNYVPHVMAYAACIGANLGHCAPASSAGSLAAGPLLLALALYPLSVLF
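Test system – human TNAP · Doses – 20 µM single point · Incubation – 30 min, room temperature · Signal – luminescent substrate turnover signal · Read-out basis – activation factor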
FLuc act counter: firefly luciferase counter-screen for stimulation assays | activation factor at 10 µM | 200,000 tested, under 10 active | ATPlite luciferase biochemical, luminescence, 10 min; 0 = ATP-free wells, 1 = DMSO control;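 active = luciferase activation factor, scaled between plate controls, of at least 2 with compound at 10 µM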
Target sequence (P08659 whole entry, looked up): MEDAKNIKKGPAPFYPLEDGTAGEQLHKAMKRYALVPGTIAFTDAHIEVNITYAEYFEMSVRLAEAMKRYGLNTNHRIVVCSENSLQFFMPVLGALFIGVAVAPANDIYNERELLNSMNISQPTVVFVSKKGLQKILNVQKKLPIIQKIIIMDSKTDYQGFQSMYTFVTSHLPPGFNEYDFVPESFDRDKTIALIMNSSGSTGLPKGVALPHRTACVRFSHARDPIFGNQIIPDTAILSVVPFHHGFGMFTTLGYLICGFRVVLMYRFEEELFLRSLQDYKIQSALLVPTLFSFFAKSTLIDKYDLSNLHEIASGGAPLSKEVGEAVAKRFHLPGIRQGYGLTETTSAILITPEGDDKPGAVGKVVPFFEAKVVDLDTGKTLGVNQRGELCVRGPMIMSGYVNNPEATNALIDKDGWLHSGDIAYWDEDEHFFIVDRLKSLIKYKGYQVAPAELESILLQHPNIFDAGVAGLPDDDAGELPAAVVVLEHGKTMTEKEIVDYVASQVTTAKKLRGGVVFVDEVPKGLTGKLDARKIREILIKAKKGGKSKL
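Assay system: Luciferase/luciferin detection reagent, cell-free biochemical luciferase assay / Read-out: luciferase activation / Benchmarks: No-ATP low control, compound-free enzyme-plus-ATP high control / Medium: PBS buffer for ATP / Detection: luminescence measurement of luciferase light output / Schedule: 10 min at ambient temperature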
bIAP act: intestinal alkaline phosphatase (bovine) activation | purified bovine IAP, CDP-star luminescence, 30 min; active compounds read high; fold of DMSO-control signal, blank-subtracted | activation factor at 20 µM | 200,000 tested, 0.17% active | AID 1016;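 active = activation factor of 2 or more at 20 µM, a signal rise over negative controls twice the positive control's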
APP 5'UTR act: APP 5'UTR luciferase reporter activation; SH-SY5Y APP 5'UTR luciferase reporter, luminescence; zero percent = DMSO vehicle wells; activation, % at 2 µM; 190,000 tested, 1% active; AID 1276;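 active = activation above a set limit, based on mean plus 3 SD of controls, cut at about 140% in these data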; also: values of inactives mirror those of a sister screen read the other way
TNAP inh noacc: TNAP (human) inhibition, acceptor-free conditions; purified TNAP, CDP-star luminescence, 30 min; inhibition, % at 20 µM; 200,000 tested, 0.26% active;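 active = tissue-nonspecific alkaline phosphatase inhibition above about 50% at 20 µM in the single-dose screen, limit read from the data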;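 also: 0% = DMSO negative control and 100% = EDTA positive control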
FLuc inh counter: inhibits firefly luciferase, flagging false hits in luciferase inhibition screens; AID 1006; 200,000 tested, 1.5% active; P08659; ATPLite firefly luciferase biochemical luminescence, 10 min; inhibition, % at 10 µM;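 active = inhibition above about 50% when tested at 10 µM, limit read from the data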
TNAP inh hi DEA: blocks human TNAP under high phosphate acceptor concentration. P05186. purified TNAP, CDP-star luminescence, 1 M DEA. inhibition, % at 20 µM. 200,000 tested, 0.03% active;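 active = over 50% inhibition of tissue-nonspecific alkaline phosphatase at 20 µM in the single-dose screen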;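 also: plate controls were DMSO wells for no effect and EDTA-quenched wells as full inhibition for full effect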
Starred values were filed as active, the others as inactive; / = no result given.

The line under a structure holds: bIAP act, TNAP inh noacc, APP 5'UTR act, FLuc inh counter, NF-kB neuron act, FLuc act counter, PMI act, TNAP inh hi DEA, PMI act hi M6P, TNAP act hiacc
COc1cc(NC(=S)NN2CCN(C)CC2)cc(OC)c1
 : 1, -11.5, 17.0, -4.6, 1.13, 1, 0.8, -6.2, 0.9, 1.1
COc1ccc(-n2nc([N+](=O)[O-])c(=NCCc3cccc(C)c3)n2O)cc1
 : 0.9, -1.0, 7.2, -2.6, 0.98, 1, 1.1, 3.1, 1, 1
Cc1ccc(CN2C(=O)CCC2C(=O)NCc2ccco2)cc1 (configuration not stated)
 : 1, -10.2, -6.8, -7.1, 1.21, 1.1, 1, -4.2, 1, 1
Cc1cnc(NC(=O)CN2CCN(c3ccccn3)CC2)s1
 : 0.9, 4.8, 2.6, -2.7, 1.71, 1, 1.1, -8.7, 1.2, 1.1
Cc1ccc(S(=O)(=O)NCCCCCC(=O)Nc2ccccc2)cc1
 : 1.1, -6.7, -0.9, -4.8, 1.16, 1, 1, -2.7, 1, 1
NC(=O)C1(N2CCCCC2)CCN(C(=O)c2ccc(C#CC3(O)CCCCC3)cc2)CC1
 : 1, -6.0, -8.8, -1.1, 1.15, 1, 1.1, 1.8, 1.1, 1
Cc1nn(Cc2ccccc2)c(=O)c2nn(-c3ccc(Cl)cc3)c(C)c12
 : 0.9, -9.2, -7.2, -10.2, 0.77, 1.1, 0.9, -8.7, 0.9, 1.1
CSc1c(SCc2ccccc2)cnn(Cc2ccccc2)c1=O
 : 0.8, -4.3, -4.5, 6.4, 1.07, 0.9, 1.5, -4.2, 2.4*, 1
CCN(CC)CCCNC(=O)c1nn(-c2cccc(OC)c2)c(=O)c2ccccc12
 : 1, -8.2, 5.6, -3.1, 1.14, 1, 1, -0.9, 1, 1
CSc1cccc(NC(=S)N(Cc2ccc(C)cc2)Cc2cccnc2)c1
 : 0.6, -7.7, 7.4, -5.4, 0.77, 1.1, 0.9, -3.7, 0.8, 1
CCc1nc(NC(C)C)c2oc3ccccc3c2n1
 : 0.9, -3.9, 11.1, -11.1, 0.67, 1.1, 1.3, -1.9, 1.3, 1
CCSc1ncc(Cl)c(C(=O)N(Cc2ccc(N(C)C)cc2)C2CCS(=O)(=O)C2)n1 (configuration not stated)
 : 1, -7.8, 13.9, -4.0, 1.03, 1, 1, -2.5, 1, 1
C=CCn1c2ccccc2c2nnc(SCc3ccc4nonc4c3)nc21
 : 0.9, -2.2, -8.0, -3.2, 1.05, 1, 0.9, -1.4, 0.9, 1
Fc1ccc(-c2nn3c(C4COc5ccccc5O4)nnc3s2)cc1 (configuration not stated)
 : 0.9, -17.2, 2.4, -6.3, 1.46, 1.1, 0.9, -7.2, 1, 1.1
O=c1c(Cl)c(Cl)cnn1-c1ccccc1
 : 0.9, 1.8, -96.0, -7.4, 0.12, 1.1, 1, 0.4, 1, 1
CCN(c1cccc(C)c1)S(=O)(=O)c1ccc2c(c1)CCN2C(C)=O
 : 1, -5.5, 11.9, -4.0, 0.94, 1, 0.9, -1.6, 0.9, 1
COc1cccc(C2=NN(C(=O)c3ccccc3)C(O)(C(F)(F)F)C2)c1 (configuration not stated)
 : 0.8, -11.9, 8.1, -6.7, 1.21, 1.1, 1, -1.1, 1, 1
Cc1cccc(Nc2nnc(SCC(=O)c3ccc(Br)s3)s2)c1C
 : 1.2, -5.3, -13.3, 1.9, 1.01, 1, 0.8, -3.1, 0.7, 1
O=C(/C=C/c1ccncc1)c1ccc2c(c1)OCCO2
 : 1.1, -8.4, 0.7, 38.5, 2.23, 0.6, 1, -7.8, 1, 1.1
CCOc1ccccc1C(=O)Nc1cc(C(=O)NCC(C)C)ccc1Cl
 : 1, -1.0, 13.8, 0.0, 1.05, 1, 1, -2.0, 1, 1
CC(=O)c1cc(-c2ccc(F)cc2)n(CCC(=O)Nc2cc(C)[nH]n2)c1C
 : 0.9, -12.6, -21.3, -5.6, 0.99, 1.1, 1, -3.5, 0.9, 1
CCOC(=O)c1oc2ccc(Br)cc2c1CSc1nnc(C)s1
 : 0.9, -8.1, 4.5, -8.1, 0.99, 1.1, 1.2, -5.3, 1, 1.1
CCN(CC)CCn1nc2c3c(cccc3c1=O)-c1ccccc1-2
 : 1, -0.3, -67.7, 5.9, 1.33, 0.9, 1, 1.1, 1, 1
CCOc1ccc(NC(=S)Nc2ccccc2C2CC2)cc1
 : 1, 1.3, 5.8, -5.9, 1.39, 1.1, /, -3.3, /, 1
CCOc1ccc(N2C(=O)CC(Sc3nc(C)cc(C)n3)C2=O)cc1 (configuration not stated)
 : 0.8, -7.0, 0.7, -4.4, 1.03, 1, 1, -1.1, 1, 1
CCOC(=O)c1sc(NC(=O)c2cc(-c3cccc(O)c3)on2)c(C(=O)OCC)c1C
 : 0.8, -5.4, -13.0, -5.1, 0.91, 1.1, 1, -1.3, 1, 1
CC1CCN(CCCNC(=O)c2cc3c(Cl)nc4ccccc4c3s2)CC1
 : 1, -10.3, -9.7, -4.6, 0.77, 1, 0.9, -2.2, 1, 1
O=C(Nc1nc2c(s1)CCCC2)C1COc2ccccc2O1 (configuration not stated)
 : 0.9, -7.6, 147.3*, 43.1, 1.92, 0.6, 0.9, -2.1, 1, 1
Cc1cc(C)n(CCCNC(=O)c2ccc3c(c2)NC(=O)CS3)n1
 : 1, -13.4, -6.3, -3.8, 1.7, 1, 0.9, -2.7, 0.9, 1
COc1ccc(/C=N/NC(=O)c2ccc(N)cc2)cc1Cn1cc([N+](=O)[O-])cn1
 : 1, -6.1, -11.9, 3.5, 0.9, 1, 1, 2.2, 1, 1
C=CCn1c(C)cc(C2=NNC(=NCC)SC2)c1C
 : 0.9, -5.8, -69.1, 96.5*, 0.15, 0, 1.3, -2.3, 1.1, 1
CCCSc1nnc2n(Cc3ccccc3)c(=O)c3c4c(sc3n12)CCC4
 : 0.9, -9.3, /, -7.1, /, 1.1, 1, -6.7, 1.1, 1.1
O=C(Cn1nnc(-c2ccccc2F)n1)Nc1ccc(C(=O)N2CCOCC2)cc1
 : 1, -8.9, -12.8, 1.4, 1.66, 1, 1, 0.4, 1, 1
COc1ccccc1NS(=O)(=O)c1cc(NC(=O)c2ccncc2)ccc1N1CCOCC1
 : 0.9, -3.3, 19.5, -1.0, 0.97, 1, 1.1, -6.4, 1, 1.1
Cn1cc([N+](=O)[O-])c(C(=O)Nc2ccc(C(=O)N3CCCCC3)cc2)n1
 : 0.7, -7.1, -20.9, -3.2, 1.04, 1, 1.1, -1.0, 1.1, 1
COc1ccc(-c2c(-c3ccc(O)cc3O)n[nH]c2C)cc1OC
 : 1.5, -48.2, -2.1, -1.5, 1.14, 1, 0.8, -3.1, 0.8, 1
Cc1ccc2cc(CN(Cc3cccs3)Cc3nnnn3CC3CCCO3)c(=O)[nH]c2c1 (configuration not stated)
 : 0.9, -0.2, -9.9, -3.1, 0.93, 1, 0.8, 2.9, 0.9, 1
CC(/C=N/NC(=O)c1cc(C(C)C)[nH]n1)=C\c1ccccc1
 : 0.9, -26.2, 21.3, 6.1, 1.45, 0.9, 1, -2.1, 0.9, 1
O=[N+]([O-])C(=C1Nc2ccccc2N1)/C(Cl)=C(/Cl)Br
 : 0.9, -15.5, -12.1, -3.8, 1.06, 1, 1.4, -4.2, 1.6, 1
Cc1ccc(C)c(N2N=C(C(=O)Nc3nccs3)CCC2=O)c1
 : 1.2, -4.8, 8.7, -3.9, 1.08, 1, 1, -0.7, 1, 1
N/C(=N\OC(=O)N1c2ccccc2Sc2ccccc21)c1ccc(Br)cc1
 : 0.9, -6.7, 15.7, -3.4, 1.29, 1, 1.1, 2.7, 1.1, 1
COC(=O)C1=C(C)NC(=O)CC1c1ccccc1 (configuration not stated)
 : 1, -7.8, 4.0, -7.5, 1.26, 1.1, 1.1, -0.7, 1.1, 1
Cc1nc2ncnn2c(C)c1CCC(=O)NCc1ccco1
 : 1.1, -6.5, -16.9, -4.4, 1.25, 1, 0.9, -1.5, 0.9, 1
CCOC(=O)N=Nc1c(O)n(C)c2ccccc12
 : 1, -4.3, 5.5, 1.7, 1.16, 1, 1, 0.8, 1, 1
Cc1cc(NC(=O)C2CC(=O)N(c3ccccc3)C2)no1 (configuration not stated)
 : 0.9, -7.5, -5.5, -1.7, 1.01, 1, 1, 4.8, 1, 1
CC(C)CN(C)C(=O)CCc1nnc(Cc2cccc(C(F)(F)F)c2)o1
 : 1, -7.7, 66.0, -4.6, 2.1, 1, 0.9, -1.1, 0.9, 1
Cc1cccc(N(CC(=O)Nc2c(C)n(C)n(-c3ccccc3)c2=O)S(C)(=O)=O)c1
 : 1.1, -11.0, -9.8, -6.1, 1.01, 1.1, 1, -5.5, 1, 1.1
COc1ccc(NS(=O)(=O)c2cc(NC(=O)c3cnc(C)cn3)ccc2N2CCCCC2)cc1
 : 0.9, 1.8, 16.8, -10.6, 0.79, 1.1, 0.9, -5.4, 0.9, 1.1
CCCNC(=O)c1cccc(NC(=O)C(C)C)c1
 : 0.9, -4.6, -2.9, -5.7, 1.3, 1.1, 1.1, -1.2, 1.1, 1
CS(=O)(=O)N(CC(=O)NCC1CCCO1)c1cccc([N+](=O)[O-])c1 (configuration not stated)
 : 1.1, -8.0, 28.5, -12.1, 1.34, 1.1, 1.1, -5.4, 1.1, 1.1
CN(C(=O)CSc1nnc(-c2ccc(Cl)cc2)n1CC1CCCO1)C1CCS(=O)(=O)C1 (configuration not stated)
 : 1, -32.3, -2.0, 3.6, 1.39, 1, 1, -2.6, 1, 1
Cc1ccc(C(=O)N2CCCC(c3ccccc3)=N2)cc1
 : 1, -9.8, -11.6, -3.4, 1.09, 1, 1, -2.7, 0.9, 1
CCN(CC(=O)Nc1ccccc1Br)Cc1nc2ccccc2c(=O)[nH]1
 : 1.3, 0.2, 1.5, -8.0, 1.28, 1.1, 1, -4.4, 1.1, 1
O=C(NCc1ccc(OC(F)(F)F)cc1)C1CC(c2c(Cl)cccc2Cl)=NO1 (configuration not stated)
 : 0.8, 3.2, 6.4, -7.7, 0.94, 1.1, 0.9, -5.5, 0.9, 1.1
CCOC(=O)N1CCN(C(=O)CSc2nnc(-c3cccs3)o2)CC1
 : 0.9, -14.1, 10.2, -6.4, 1.07, 1.1, 1, -7.3, 1, 1.1
O=C(Nc1nccs1)c1cn(-c2ccccc2)nc1-c1ccccc1
 : 1, -0.6, 1.4, -0.4, 0.72, 1, 0.8, 0.3, 0.8, 1
CCOC(=O)c1sc(Nc2cccc(C)c2C)nc1C
 : 1, -5.4, -1.3, -2.2, 1.15, 1, 0.8, -2.6, 0.8, 1
CCCCc1ccc(S(=O)(=O)Nc2cc(C)on2)cc1
 : 0.9, -1.6, 7.1, -9.2, 1.14, 1.1, 1, -2.9, 1, 1
Nn1c(SCc2cn3cc(Cl)ccc3n2)nnc1-c1ccncc1
 : 1.1, -13.4, 10.7, -4.6, 1.07, 1, 1, 0.7, 0.9, 1
CCOC(=O)C1(Cc2ccccc2)CCN(Cc2cc(OC)c3c(c2)OCO3)CC1
 : 1.1, -3.1, 23.0, -5.2, 0.89, 1.1, 1, -5.4, 0.9, 1.1

Results in FLuc inh counter (three entries from above):
mol | FLuc inh counter
CCOC(=O)N1CCN(C(=O)CSc2nnc(-c3cccs3)o2)CC1 | -6.4
O=C(Nc1nccs1)c1cn(-c2ccccc2)nc1-c1ccccc1 | -0.4
CCOC(=O)c1sc(Nc2cccc(C)c2C)nc1C | -2.2

Assay outcomes: PubChem BioAssay, several laboratories
